ABCB1 inh – ABCB1 efflux pump inhibitors, primary screen, cell-based, multiplex, flow cytometry, ABCG2 counter-screen. inhibition, % at 6.6 µM. 190,000 tested, 0.067% active. CCRF-Adr cells, JC-1 efflux. ATP-dependent translocase ABCB1 (Homo sapiens), P08183; in the data active = inhibition above about 40%;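 note: 0% = vehicle and 100% = reference inhibitor; higher value means more JC-1 retained so stronger ABCB1 efflux block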
Bcl-B Bim block – inhibitors of Bim-Bcl-B binding, primary screen, biochemical, multiplexed, human Bcl-2 family. 190,000 tested, 0.073% active. bead-based flow cytometry, Bim peptide-Bcl-B binding. inhibition, % at 10 µM. AID 951, 2007;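 note: 0% = tracer peptide without compound and 100% = reference inhibitor peptide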
ABCG2 inh – ABCG2 efflux pump inhibitors, primary screen, multiplex with ABCB1, IgMXP3 cells, flow cytometry. inhibition, % at 6.6 µM. JC-1 efflux. Broad substrate specificity ATP-binding cassette transporter ABCG2 (Homo sapiens), Q9UNQ0. 190,000 tested, 0.1% active;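 active = inhibition above 80%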;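 note: 0% = DMSO and 100% = nicardipine control wells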
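Read-out basis: Efflux inhibition in percent versus controls | Test system: ABCG2 IgMXP3 and barcoded ABCB1 CCRF-Adr cell mix | Quantity: 3 million cells/mL in well | Schedule: 10 min at 25 °C | Control set: Nicardipine as high control, DMSO as low control | Reagent: JC-1 as fluorescent efflux pump substrate | Signal: Flow cytometry of retained JC-1 fluorescence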
Bim-Bfl-1 – inhibitors of Bim binding to Bfl-1, primary screen, biochemical, multiplexed, bead-based flow cytometry | 190,000 tested, 0.12% active | Bim-Bfl-1 binding inhibition | Bcl-2-related protein A1 (Homo sapiens), Q16548 | inhibition, % at 10 µM;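 note: 0% = wells without compound plus tracer and 100% = blocker peptide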
Bim-Bcl-W – inhibitors of Bim binding to Bcl-W, primary screen, biochemical, multiplexed, bead-based flow cytometry. 190,000 tested, 0.02% active. Bim peptide-Bcl-W binding. Bcl-2-like protein 2 (Homo sapiens), Q92843. AID 952, 2007. inhibition, % at 10 µM;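 note: 0% = bound tracer without compound and 100% = peptide blocker; higher means less fluorescent Bim peptide bound to Bcl-W beads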
Target sequence (Q92843 whole entry, looked up): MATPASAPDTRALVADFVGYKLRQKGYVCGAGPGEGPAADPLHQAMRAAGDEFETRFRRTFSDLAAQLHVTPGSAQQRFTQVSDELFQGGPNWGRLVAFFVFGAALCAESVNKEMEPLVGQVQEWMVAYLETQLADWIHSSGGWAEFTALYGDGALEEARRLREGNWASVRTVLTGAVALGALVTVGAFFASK
GSH bead fluor – compound fluorescence on glutathione beads, profiling panel, artefact control, biophysical, 488/530 nm, flow cytometry | 190,000 tested, 0.25% active | fluorescence (KMESF) at 10 µM | GSH beads flow cytometry, compound fluorescence 488/530 nm; active compounds read high; in the data active = fluorescence above about 89;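 note: glutathione beads carrying GST-tagged Bcl family fusion proteins plus one bare bead set; values are compound well signal with DMSO vehicle wells as background; inactives centre near 16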
RGS4-Gao reg – modulators of RGS4 binding to Galphao, primary screen, biochemical, multiplexed bead flow cytometry | Guanine nucleotide-binding protein G(o) subunit alpha (Homo sapiens), P09471 | actives lie on both sides | binding response (% of control), % at 10 µM | 220,000 tested, 0.33% active; in the data active = binding response below about 49% or above about 150%; inactive = in between;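 note: fluorescent Galphao activated with aluminum fluoride binding bead-coupled RGS4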
Target sequence (P09471 whole entry, looked up): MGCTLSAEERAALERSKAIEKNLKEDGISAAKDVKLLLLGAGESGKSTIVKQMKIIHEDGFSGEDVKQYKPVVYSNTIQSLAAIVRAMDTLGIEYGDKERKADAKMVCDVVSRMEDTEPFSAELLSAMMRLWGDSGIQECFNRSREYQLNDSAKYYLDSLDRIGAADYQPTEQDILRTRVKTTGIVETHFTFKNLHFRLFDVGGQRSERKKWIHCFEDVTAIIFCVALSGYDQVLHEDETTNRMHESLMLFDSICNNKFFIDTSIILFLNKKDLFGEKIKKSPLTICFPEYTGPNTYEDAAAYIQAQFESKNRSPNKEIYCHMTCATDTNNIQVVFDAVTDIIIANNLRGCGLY
RGS7-Gao reg – RGS7-Galphao binding modulators, primary screen, biochemical, multiplexed bead flow cytometry; Guanine nucleotide-binding protein G(o) subunit alpha (Homo sapiens), P09471; actives lie on both sides; binding response (% of control), % at 10 µM; 220,000 tested, 0.35% active; AID 1439, 2008; in the data active = binding response below about 49% or above about 150%; inconclusive = no clear call, values can overlap the other calls; inactive = in between;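 note: fluorescent Galphao held in activated GDP-AlF4 state binding bead-coupled RGS7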
Bcl-XL Bim block – inhibitors of Bim-Bcl-XL binding, primary screen, biochemical, multiplexed, bead flow cytometry, human Bcl-XL | Bcl-2-like protein 1 (Homo sapiens), Q07817 | Bim peptide-Bcl-XL binding, fluorescence | inhibition, % at 10 µM | 190,000 tested, 0.04% active | AID 1007, 2008
Target sequence (Q07817 whole entry, looked up): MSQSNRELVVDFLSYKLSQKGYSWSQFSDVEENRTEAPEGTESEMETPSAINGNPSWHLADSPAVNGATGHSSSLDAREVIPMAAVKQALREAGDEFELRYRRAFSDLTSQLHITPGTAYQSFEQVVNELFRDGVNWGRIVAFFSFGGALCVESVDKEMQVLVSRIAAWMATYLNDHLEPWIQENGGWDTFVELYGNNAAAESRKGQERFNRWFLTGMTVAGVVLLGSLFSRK
Avidin bead fluor – green autofluorescence of compounds with avidin beads – biophysical, 488/530 nm, flow cytometry, artefact control, profiling panel | compound fluorescence 488/530 nm; active compounds read high | fluorescence (KMESF) at 10 µM | 220,000 tested, 0.38% active | AID 1775, 2009; in the data active = fluorescence above about 47; note: inactives centre near 10
Bim-Bcl-2 – inhibitors of Bim-Bcl-2 binding, primary screen, biochemical, multiplexed, human Bcl-2 family. inhibition, % at 10 µM. 190,000 tested, 0.06% active. Bead-based flow cytometry, Bim peptide-Bcl-2 binding. Apoptosis regulator Bcl-2 (Homo sapiens), P10415. AID 950, 2007; in the data active = inhibition above about 40%; inconclusive = no clear call, values can overlap the other calls;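 note: 0% = no compound wells with probe peptide and 100% = reference peptide inhibitor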
Target sequence (P10415 whole entry, looked up): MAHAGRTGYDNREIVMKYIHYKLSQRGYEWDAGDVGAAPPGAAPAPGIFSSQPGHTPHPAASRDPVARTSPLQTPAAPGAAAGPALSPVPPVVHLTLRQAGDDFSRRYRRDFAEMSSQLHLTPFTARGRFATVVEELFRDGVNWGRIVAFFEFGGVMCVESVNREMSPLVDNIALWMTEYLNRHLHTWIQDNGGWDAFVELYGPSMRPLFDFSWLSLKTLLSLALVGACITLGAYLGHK
* hit, by the source's call; u = inconclusive. Cut-off read from the data, not from the text of the source, unless noted: active = inhibition above about 40%. Rows are unselected; about 1.3% have a hit in one of these screens.

SMILES	ABCB1 inh	Bcl-B Bim block	ABCG2 inh	Bim-Bfl-1	Bim-Bcl-W	GSH bead fluor	RGS4-Gao reg	RGS7-Gao reg	Bcl-XL Bim block	Avidin bead fluor	Bim-Bcl-2
Cc1ccc2[nH]c3c(c2c1)CN(C(=O)CN(C)CC1OCCO1)CC3	-0.2	-6.0	0.0	-1.0	-6.0	22	102.0	99.1	-2.0	31	-4.0
CCCCCCCCCCS(=O)(=O)N/N=C/c1ccc(O)cc1	0.0	-13.0	-0.4	-12.0	-5.0	18	100.2	99.0	-7.0	7	-3.0
O=C(COc1ccc2ccccc2c1)N1CCCC1	0.1	-6.0	1.4	-7.0	-1.0	11	99.8	101.3	-3.0	10	-5.0
O=C(CNC(=S)N(Cc1ccccc1Cl)C1CCCC1)NCCN1CCOCC1	0.5	-7.0	2.2	-2.0	-1.0	12	102.6	99.7	-2.0	22	-1.0
CC1=CCP(=O)(c2ccccc2)C1 (stereo unspecified)	0.2	-9.0	0.4	-18.0	0.0	31	98.0	97.2	-3.0	15	-8.0
Cc1cc(C=C2C(=O)CCCC2=O)c(C)n1-c1ccccc1	-0.5	-3.0	-7.0	-3.0	-1.0	14	94.3	86.3	-6.0	10	0.0
Cc1ccc(-c2nnn(CC(=O)N3CCCCC3)n2)c(-n2cnnn2)c1	0.3	4.0	3.7	0.0	3.0	30	95.9	97.2	3.0	10	1.0
C/C(CC(=O)NC1CCCC1)=N\NC(=O)Cc1csc(N)n1	0.4	-22.0	8.5	14.0	1.0	6	96.1	87.0	-1.0	1	0.0
Cc1cc(C)n(CCNC(=O)CCc2nnc(CCc3ccccc3)o2)n1	-0.6	0.0	-0.1	-5.0	0.0	16	98.5	96.8	-5.0	10	0.0
Cc1ccccc1S(=O)(=O)Nc1nc2ccccc2nc1N1CCc2ccccc2C1	1.4	-7.0	10.2	-19.0	-5.0	21	99.7	99.2	-10.0	7	-9.0
Cc1scc(C(=O)Nn2cnnc2)c1-c1ccccc1	-0.1	-2.0	-0.1	-2.0	-2.0	14	102.4	107.0	-6.0	33	-1.0
CCn1c(SC/C=C/c2ccccc2)nnc1-c1cnccn1	-0.2	-5.0	11.9	-11.0	-1.0	31	101.1	98.9	-3.0	11	-5.0
Brc1cccc(CSc2nnc(-c3ccncc3)o2)c1	-0.1	-5.0	6.3	-8.0	-1.0	14	100.5	100.4	-1.0	5	-4.0
Cc1nc(C)c(N)c(=O)[nH]1	-0.5	1.0	0.0	-4.0	1.0	12	97.9	u	0.0	11	-2.0
O=C(Nc1ccc(F)cc1)C1CCN(C(=O)c2ccc([N+](=O)[O-])cc2)CC1	1.3	6.0	5.2	5.0	0.0	16	99.8	101.3	-2.0	8	-3.0
S=C(c1cn(CCOc2ccccc2)c2ccccc12)N1CCCC1	0.1	0.0	11.8	-5.0	2.0	20	100.8	101.3	-2.0	23	-1.0
CCOC(=O)c1ccc2c(c1)nc(SCC(=O)N1CCOCC1)n2CC	0.1	0.0	2.5	0.0	-3.0	13	100.5	109.4	0.0	10	-2.0
C=CCC(C#Cc1ccccc1)N(C)C (stereo unspecified)	1.3	-4.0	4.2	-11.0	3.0	5	103.4	102.7	-2.0	7	-3.0
Nc1ccccc1Nc1cccc(C(F)(F)F)c1	0.2	-2.0	7.9	7.0	4.0	17	94.3	u	2.0	11	0.0
COc1ccccc1C(=O)NC(=Nc1nc2ccccc2o1)NC(=O)c1ccccc1OC	2.4	0.0	13.2	2.0	1.0	45	97.4	92.8	2.0	10	1.0
CC(C)(C)c1nn(-c2ccccc2)c2[nH]c(=O)c(CNCc3ccc4c(c3)OCO4)cc12	4.2	0.0	1.8	2.0	2.0	15	94.4	103.7	0.0	11	1.0
Cc1ccc([N+](=O)[O-])cc1NC(=S)NC(=O)c1cccs1	0.1	-13.0	1.6	-19.0	-7.0	18	102.2	102.8	-6.0	7	-9.0
COc1ccc(CNC(NC(=O)c2ccccc2)(C(F)(F)F)C(F)(F)F)cc1	-0.5	-5.0	-5.9	-1.0	-5.0	11	97.6	97.0	-9.0	4	-2.0
CCOC(=O)N1CCN(C(=S)NC(=O)c2ccc(F)cc2)CC1	0.3	-11.0	0.3	-3.0	2.0	23	107.0	111.5	0.0	15	-5.0
O=C(COC(=O)c1cccc(C(F)(F)F)c1)NCc1ccccc1	0.8	-6.0	15.8	0.0	-3.0	11	98.1	102.9	-5.0	2	-4.0

Of the compounds above, these have an NH in an aromatic ring:
SMILES	ABCB1 inh	Bcl-B Bim block	ABCG2 inh	Bim-Bfl-1	Bim-Bcl-W	GSH bead fluor	RGS4-Gao reg	RGS7-Gao reg	Bcl-XL Bim block	Avidin bead fluor	Bim-Bcl-2
Cc1ccc2[nH]c3c(c2c1)CN(C(=O)CN(C)CC1OCCO1)CC3	-0.2	-6.0	0.0	-1.0	-6.0	22	102.0	99.1	-2.0	31	-4.0
Cc1nc(C)c(N)c(=O)[nH]1	-0.5	1.0	0.0	-4.0	1.0	12	97.9	u	0.0	11	-2.0
CC(C)(C)c1nn(-c2ccccc2)c2[nH]c(=O)c(CNCc3ccc4c(c3)OCO4)cc12	4.2	0.0	1.8	2.0	2.0	15	94.4	103.7	0.0	11	1.0

(next part)
SMILES	ABCB1 inh	Bcl-B Bim block	ABCG2 inh	Bim-Bfl-1	Bim-Bcl-W	GSH bead fluor	RGS4-Gao reg	RGS7-Gao reg	Bcl-XL Bim block	Avidin bead fluor	Bim-Bcl-2
CCC(=O)Nc1ccc(SC#N)cc1C	-0.2	-1.0	-0.3	-1.0	3.0	7	100.5	102.8	4.0	8	-3.0
O=C(Nc1ccccc1Cl)Nc1cccnc1Cl	0.6	-2.0	13.8	-2.0	0.0	25	105.5	109.4	1.0	11	0.0
Cc1ccc2c(c1)C(C)CC(C)(C)N2C(=O)NC1CCCCC1 (stereo unspecified)	1.4	-9.0	12.9	-19.0	-3.0	28	105.7	102.4	-3.0	13	-8.0
CC(=O)N1CC=CC1(CC(C)C)C(=O)NCCN1CCOCC1 (stereo unspecified)	1.2	-2.0	-0.1	0.0	0.0	16	113.5	111.6	-1.0	9	2.0
Nc1cc(N)nc(SCCN2CCCCC2)n1	-2.3	-7.0	-3.6	-9.0	0.0	39	103.3	98.0	9.0	6	-7.0
Cc1ccc(CNC(=O)COC(=O)CCCOc2ccc(Cl)cc2Cl)cc1	18.4	0.0	14.1	-1.0	0.0	7	101.6	98.4	0.0	2	0.0
COc1ccc(S(=O)(=O)N2CCC(C(=O)N3CCc4ccccc4C3)CC2)cc1Cl	0.4	-8.0	1.1	-9.0	0.0	10	104.3	101.6	-3.0	9	-6.0
CN(C)CCN(C(=O)c1ccc2c(c1)OCCO2)c1nc2ccc(Cl)cc2s1	1.1	-1.0	11.5	-3.0	1.0	25	95.7	100.5	0.0	11	3.0
O=C(NNC1=C(C(=O)C(F)(F)F)CCC1)c1ccccc1Cl	0.2	4.0	1.4	0.0	1.0	12	104.1	96.8	0.0	25	3.0
CCOC(=O)C1CCN(C(=O)CCCOc2ccccc2)CC1	0.2	-3.0	1.3	2.0	-1.0	19	99.7	95.8	-2.0	26	-1.0
O=C(NCc1ccccn1)c1ccc(N2CCCC2)c([N+](=O)[O-])c1	0.1	0.0	1.4	-3.0	3.0	17	99.8	99.8	0.0	9	-3.0
CCOC(=O)c1sc(N)c(C#N)c1CSc1nnc(C2CC2)n1N	0.8	-12.0	4.1	-6.0	3.0	49	96.9	96.7	-9.0	5	-9.0
O=[N+]([O-])c1ccc(Nc2ccc(N3CCOCC3)cc2)c([N+](=O)[O-])c1	0.4	3.0	3.9	12.0	-1.0	10	105.2	97.0	-2.0	10	14.0
O=c1c2cn[nH]c2[nH]c(=S)n1-c1ccccc1	0.1	-24.0	0.1	0.0	-5.0	18	104.1	108.8	-7.0	22	0.0
COc1ccc(OC)c(S(=O)(=O)N2CCC(C(=O)NC(C)c3ccccc3)CC2)c1 (stereo unspecified)	0.1	-6.0	0.9	-10.0	4.0	16	97.5	102.0	-5.0	7	-4.0
O=C1CSC(c2ccccc2F)N1CCN1CCCCC1 (stereo unspecified)	0.6	-9.0	8.5	-14.0	0.0	25	100.0	99.9	-5.0	11	-13.0
O=C1Nc2ccc(S(=O)(=O)N3CCCC3)c3cccc1c23	0.6	-2.0	2.8	-1.0	0.0	14	103.5	101.9	-1.0	13	-3.0
CCOC(=O)COc1nc(Nc2ccccc2C)nc(N(C)C)n1	0.8	1.0	33.6	3.0	-1.0	17	83.8	87.8	1.0	16	8.0
Cc1cc(N)n(-c2ccccc2)n1	0.4	-6.0	1.3	-11.0	2.0	4	96.2	96.8	-3.0	9	-2.0
CC(C)(C)n1nc2c(c1NC(=O)Cc1cccc3ccccc13)CS(=O)(=O)C2	0.0	2.0	-0.1	4.0	6.0	20	95.8	100.0	2.0	15	8.0
CCCc1cc(=O)[nH]c(SCC(=O)Nc2ccc(Br)cc2Br)n1	0.0	-2.0	0.0	-2.0	0.0	26	105.4	u	0.0	8	0.0
CCn1cc(C(=O)O)c(=O)c2cc3c(cc21)OCO3	0.0	0.0	1.8	0.0	-1.0	21	110.7	108.7	0.0	9	0.0
CCOc1ccc(CC(=O)Nc2c(C(N)=O)oc3ccc(Br)cc23)cc1OCC	0.1	-5.0	1.3	-9.0	0.0	18	102.5	104.0	-1.0	7	-5.0
Cc1cc(-c2c(C)[nH]n(-c3ccc(Cl)cc3)c2=O)n(-c2ccccc2)n1	-0.1	-1.0	-0.1	-1.0	0.0	13	101.9	97.5	-1.0	36	0.0
CCOc1ccc(CC(=O)Nc2nccs2)cc1	-1.8	-1.0	1.2	-2.0	-2.0	16	98.7	103.5	0.0	12	-3.0
COc1ccc(C(=O)Nc2ccc(F)cc2F)cc1OC	0.4	-1.0	2.8	0.0	-1.0	19	109.7	106.1	0.0	39	-2.0
CCN(Cc1ccccc1)C(c1ccccn1)c1nnnn1C(C)(C)CC (stereo unspecified)	1.0	-5.0	1.5	5.0	1.0	24	99.3	100.2	1.0	9	2.0
COc1ccc(CNC(=O)c2noc(C)c2[N+](=O)[O-])cc1	0.3	-5.0	4.2	-4.0	-1.0	13	101.2	99.4	-4.0	9	-1.0
CC(C)(C)NC(=O)COC(=O)c1ccc(S(=O)(=O)N2CCCC2)cc1	0.1	-2.0	0.2	-3.0	-6.0	11	95.1	91.8	-2.0	12	0.0
COc1ccc(CCNc2c(N)n(Cc3ccccc3)c(=O)[nH]c2=O)cc1OC	0.4	-10.0	3.3	-7.0	4.0	45	94.4	95.7	-11.0	4	-9.0

Source: PubChem (NMMLSC)
